D1 ag = Allosteric Agonists of the Human D1 Dopamine Receptor: qHTS; D(1A) dopamine receptor (Homo sapiens), P21728; HEK293 T-REx D1 cells, calcium flux, agonist mode; activation, % at 2 µM; actives 1% (n = 360,000); AID 504660, 2011; in the data active = activation above about 30%; note: 0% is about no effect
Target sequence (P21728 whole entry, looked up): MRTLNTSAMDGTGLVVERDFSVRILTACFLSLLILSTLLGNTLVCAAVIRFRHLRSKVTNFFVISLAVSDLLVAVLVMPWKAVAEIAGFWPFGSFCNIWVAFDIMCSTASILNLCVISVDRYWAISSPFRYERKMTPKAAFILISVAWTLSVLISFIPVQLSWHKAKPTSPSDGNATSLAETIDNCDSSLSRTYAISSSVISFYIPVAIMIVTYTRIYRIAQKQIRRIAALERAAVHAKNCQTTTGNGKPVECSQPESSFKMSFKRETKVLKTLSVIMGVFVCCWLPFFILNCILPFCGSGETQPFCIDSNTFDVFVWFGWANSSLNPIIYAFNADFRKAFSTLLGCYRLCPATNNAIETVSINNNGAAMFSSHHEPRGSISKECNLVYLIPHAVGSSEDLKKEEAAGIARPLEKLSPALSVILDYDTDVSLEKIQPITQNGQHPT
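Inducible HEK293 T-REx D1 cells, force-coupled to calcium signalling, were plated at 4000 cells/well with tetracycline and held overnight at 30 C. After no-wash calcium dye loading, compound-evoked calcium rise over 180 s flagged agonists.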
D1 potentiator = Potentiators of Human D1 Dopamine Receptor: qHTS; HEK293 TREx D1 cells, calcium flux, dopamine EC20 potentiation; potentiation, % at 10 µM; actives 0.036% (n = 360,000); in the data active = potentiation above about 30%; note: 0% is about no effect
D2 potentiator = HTS Assay for Positive Allosteric Modulators of the Human D2 Dopamine Receptor: Primary Screen for Potentiators | D(2) dopamine receptor (Homo sapiens), P14416 | HEK293 T-REx D2, calcium flux, EC20 dopamine potentiation | potentiation, % at 10 µM | actives 0.34% (n = 340,000);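 active = potentiation over 3 SD above the plate norm, cut at about 30% in these data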; note: 0% is about no effect
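Primary screen. Calcium kinetics in induced HEK293 T-REx D2 cells: compound pre-addition 180 s, EC20 dopamine, 180 s more.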
RXFP1 antag = qHTS Assay for Antagonists of the Relaxin Receptor RXFP1 | HEK293-RXFP1, relaxin-stimulated cAMP HTRF, 30 min; stronger effect = lower value | activity change, negative = inhibition, % at 57.5 µM | actives 0.59% (n = 350,000);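 active = activity change of -60% or lower, but not beyond a set lower limit; inconclusive = change between -60% and -40%, or beyond the set limit; inactive = change above -40%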; note: % is set by controls: 0 for no effect and ±100 for the full control effect
RXFP1 agonist = qHTS Assay for Agonists of the Relaxin Receptor RXFP1. HEK293T-RXFP1 cAMP TR-FRET, 30 min; response scale: percent of porcine relaxin response, buffer zero. Potency, µM (top dose mostly 57.5 µM), for inactives: top-dose activation, usual class: activators. actives 0.3% (n = 370,000); active = well fitted activation curve with a large enough effect; inconclusive = small, poorly fitted or top-dose-only effect; note: potency is the fitted concentration of half-maximal effect; % is set by controls: 0 for no effect and ±100 for the full control effect; nearly all actives have a fitted effect of over 60% in size; many of its hits are not listed in these tables
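Agonist response is measured as cAMP accumulation in an RXFP1-transfected HEK293T line under PDE4 inhibition. Values are scaled between buffer-only and 29 nM porcine relaxin, and EC50s come from standard Hill equation fits.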
D1 antagonist = Antagonist of Human D 1 Dopamine Receptor: qHTS | D(1A) dopamine receptor (Homo sapiens), P21728 | actives 3.2% (n = 360,000) | HEK293 TREx D1 cells, calcium flux, dopamine EC80; stronger effect = lower value | activity change, negative = inhibition, % at 10 µM | AID 504652, 2011; in the data active = activity change below about -30%; note: % is set by controls: 0 for no effect and ±100 for the full control effect
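Tetracycline-induced HEK293 Trex D1 cells, force-coupled to calcium, dye-loaded; compounds added and read 180 s, then EC80 dopamine added and calcium flux tracked kinetically another 180 s.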
D2 agonist = HTS Assay for Allosteric Agonists of the Human D2 Dopamine Receptor: Primary Screen for Agonists; D(2) dopamine receptor (Homo sapiens), P14416; activation, % at 2 µM; AID 485358, 2010; HEK293 T-REx D2 cells, calcium flux agonist mode; actives 0.53% (n = 340,000);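 active = activation over 3 SD above normal in the single-dose calcium agonist read, cut at about 30% in these data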; note: 0% is about no effect
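Calcium-flux readout, 1 cycle/sec over 180 s following compound pin transfer, in inducible HEK293 Trex D2 cells (force-coupled); dopamine controls included. Positive calcium responses during this window marked compounds as potential agonists.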
TRHR enhancer = qHTS for Small Molecule Agonists and Allosteric Enhancers of Human TRH Receptor: Primary Screen for Enhancers; Thyrotropin-releasing hormone receptor (Homo sapiens), P34981; TRHR cells, fluo-8 calcium fluorescence, EC20 TRH enhancement; enhancement, % at 2 µM; actives 0.66% (n = 360,000); in the data active = enhancement above about 30%; note: 0% is about no effect
Target sequence (P34981 whole entry, looked up): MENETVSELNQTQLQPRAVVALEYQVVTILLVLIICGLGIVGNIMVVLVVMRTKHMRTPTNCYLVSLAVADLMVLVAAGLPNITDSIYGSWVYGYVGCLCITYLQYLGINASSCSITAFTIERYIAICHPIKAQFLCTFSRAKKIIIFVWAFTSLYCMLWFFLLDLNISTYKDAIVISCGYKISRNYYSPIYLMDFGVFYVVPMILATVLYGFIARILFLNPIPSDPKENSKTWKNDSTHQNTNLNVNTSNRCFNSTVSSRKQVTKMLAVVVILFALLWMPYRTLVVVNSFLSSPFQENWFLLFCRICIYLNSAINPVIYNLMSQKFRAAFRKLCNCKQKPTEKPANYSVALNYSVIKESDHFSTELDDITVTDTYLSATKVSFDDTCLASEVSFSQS
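TRHR-expressing cells loaded with fluo-8 calcium dye were read kinetically (ex 480/em 530) during compound addition, then stimulated with an EC20 of TRH (10 nM final). Enhancement of the Gq-mediated intracellular calcium response was scored.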
D2 antag = HTS Assay for Allosteric Antagonists of the Human D2 Dopamine Receptor: Primary Screen for Antagonists; actives 2% (n = 340,000); HEK293 TREx D2 cells, calcium flux, dopamine EC80; inhibition, % at 10 µM; in the data active = inhibition above about 30%; note: 0% is about no effect
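Overnight-induced (tetracycline, 30 C) HEK293 T-REx cells carrying force-coupled D2 receive a no-wash calcium dye, then compound, then EC80 dopamine at 180 s; signals are read kinetically throughout.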
* marks the source's active call; other numbers are inactive results; ? = inconclusive; / = no result given. These rows are one share of the data; rates above refer to the full screens.

SMILES	D1 ag	D1 potentiator	D2 potentiator	RXFP1 antag	RXFP1 agonist	D1 antagonist	D2 agonist	TRHR enhancer	D2 antag
CC(=O)Nc1ccc(-n2c(CCC(=O)O)ccc2-c2ccc(C)cc2)cc1	0	0	-7	-17	-0.9%	9	-0.4	4	/
N#CCn1c(Cc2ccccc2)nc2ccccc2c1=O	4	0	-9	5	3.1%	7	-0.5	1	-13
Cc1cnc(SCc2ccc(Cl)cc2Cl)[nH]c1=O	5	-8	-14	6	-0.3%	-16	1.2	-3	-10
Cc1cccc2c1-c1sc(C(=O)NCCCN3CCC(C)CC3)cc1CO2	19	-22	-25	9	8.5%	-13	2.8	-5	8
COc1cc(OC)c(OC)cc1CNCCNC(=O)c1nonc1N	3	-3	4	1	-0.2%	-6	0.1	0	-9
COc1cccc(C2N(c3cccc(Cl)c3)C(=O)C3CCCN32)c1OC (stereo not given)	-1	/	/	2	1.7%	-15	/	4	/
Cn1cc([N+](=O)[O-])c(C(=O)N/N=C\c2c[nH]c3ccccc23)n1	1	3	-15	-1	0.1%	10	0.9	4	-10
COc1cccc(Nc2sc(C(=O)c3ccc(Cl)cc3)c(N)c2C(=O)NCc2ccc(C)cc2)c1	10	-2	8	-7	3.6%	4	/	2	/
CCCN(CC(=O)Nc1ccccc1C)C(=O)C1CCN(S(=O)(=O)c2ccccc2C(F)(F)F)CC1	5	6	1	9	0.1%	6	-0.2	-9	-33
Cc1c(C(=O)Nc2ccccc2F)cnn1-c1ccccc1	8	-1	15	3	2.4%	-1	-0.8	-5	4
CSc1ccc(/C=C2\C(=N)N3N=C(CC(=O)N4CCOCC4)SC3=NC2=O)cc1	5	-4	4	11	-0.3%	-2	0.2	-5	9
Cc1nc2c(Br)c(C)nn2c2c1CCC2	5	-2	-9	-1	18%	18	12	7	19
COc1cccc(CNC(=O)c2ccc(C)c(S(=O)(=O)N3CCOCC3)c2)c1	3	1	-12	-4	0.4%	-1	0.3	-6	-12
Cc1ccc(NC(=O)CCC(=O)N/N=C/c2ccc(O)cc2O)cc1	2	-6	-24	-6	-1.9%	10	-0.2	1	-8
CCc1cc(CNC(=O)CCc2nnc(CCCc3ccccc3)o2)on1	1	-2	0	5	-0.2%	-12	-0.8	7	-25
O=C(Cn1ncc2c1-c1ccccc1OC2)N(Cc1ccco1)C1CCCCC1	1	1	0	-16	2.8%	5	1.0	-3	0
CN(C)CCOC(C1CCCCC1)C1CCCCC1	4	2	-2	2	1.3%	34	2.1	5	1
Cc1cc(C(=O)Nn2cnnc2)cs1	1	-2	4	-6	1.9%	3	-0.4	0	1
Cc1ccc2nc(-c3ccccc3)cc(C(=O)NCCCn3ccnc3)c2c1	-1	2	-7	-3	1.4%	-16	0.7	2	9
CN1CCN(C(=O)CCNC(=O)Cn2cnc3ccccc3c2=O)CC1	2	-1	-3	10	9.4%	-8	2.2	3	0
O=C(Oc1ccc2c(=O)c(Oc3ccc4ccccc4c3)coc2c1)c1cccnc1	11	-9	-2	-6	1.0%	-37*	0.2	7	9
COc1ccc(OC)c(CCNC(=O)c2cnn(-c3ccccc3)c2-n2cccc2)c1	17	-5	21	/	-2.7%	-5	/	-5	/
CSc1nc2ccccc2c(=O)n1C1CCOC(C)(C)C1 (stereo not given)	3	-2	8	-2	2.9%	-24	21	-2	19
COc1ccc(NC(=O)c2[nH]c(C)c(C(C)=O)c2C)cc1S(=O)(=O)N1CCOCC1	3	-7	6	-3	1.0%	5	-0.5	6	-7
Nc1c(C(=O)c2ccccc2)sc(Nc2ccc(Cl)c(Cl)c2)c1C(=O)Nc1ccccc1	8	3	-8	-31	1.9%	33	0.7	15	/

An excerpt of these results, bar-delimited.
SMILES | D1 ag | D1 potentiator | D2 potentiator | RXFP1 antag | RXFP1 agonist | D1 antagonist | D2 agonist | TRHR enhancer | D2 antag
Cn1cc([N+](=O)[O-])c(C(=O)N/N=C\c2c[nH]c3ccccc23)n1 | 1 | 3 | -15 | -1 | 0.1% | 10 | 0.9 | 4 | -10
COc1cccc(Nc2sc(C(=O)c3ccc(Cl)cc3)c(N)c2C(=O)NCc2ccc(C)cc2)c1 | 10 | -2 | 8 | -7 | 3.6% | 4 | / | 2 | /

Exported with each value named: two of the compounds above.
> COc1cc(OC)c(OC)cc1CNCCNC(=O)c1nonc1N
  D1 ag: 3
  D1 potentiator: -3
  D2 potentiator: 4
  RXFP1 antag: 1
  RXFP1 agonist: -0.2%
  D1 antagonist: -6
  D2 agonist: 0.1
  TRHR enhancer: 0
  D2 antag: -9

> COc1cccc(C2N(c3cccc(Cl)c3)C(=O)C3CCCN32)c1OC (stereo not given)
  D1 ag: -1
  D1 potentiator: /
  D2 potentiator: /
  RXFP1 antag: 2
  RXFP1 agonist: 1.7%
  D1 antagonist: -15
  D2 agonist: /
  TRHR enhancer: 4
  D2 antag: /

Other structures follow.
SMILES	D1 ag	D1 potentiator	D2 potentiator	RXFP1 antag	RXFP1 agonist	D1 antagonist	D2 agonist	TRHR enhancer	D2 antag
COc1ccc(C(=O)NCC(=O)OCC(=O)Nc2sccc2C#N)cc1OC	1	-1	1	-1	2.8%	4	3.1	-4	7
CC(C)C(=O)Nc1nnc(S(=O)(=O)N2CCCc3ccccc32)s1	1	-3	7	/	-3.4%	-11	-0.3	2	5
CCc1nc(SCC(=O)Nc2cccc3ccccc23)[nH]c(=O)c1C	0	-8	/	1	-2.7%	-18	-2.7	-6	3
CCO[C@@H]1OC(C(=O)NCc2ccccc2)=C[C@H](C2CCCCC2)[C@H]1CCCO	0	4	9	/	-1.0%	-1	-0.3	-1	3
COC(=O)c1cc(NC(=O)Cc2ccccc2[N+](=O)[O-])cc(C(=O)OC)c1	2	7	-1	-3	-1.5%	13	-0.6	5	-9
O=C(COc1ccc(-n2cnnn2)cc1)NC1CCCCC1	0	-5	-10	5	1.3%	-28	-0.9	2	15
CCN1CCN(C(=S)c2ccc(Cl)cc2)CC1	0	-6	-16	5	0.8%	-1	-0.5	-7	28
CC1CCN(S(=O)(=O)c2ccc(C(=O)OCc3ccc4c(c3)OCO4)cc2)CC1	11	-2	5	-11	3.4%	-3	0.6	4	-5
Cc1ccc(N2C(=O)C3N=NN(CC(=O)N4N=C(c5cccc6ccccc56)CC4c4ccccc4)C3C2=O)cc1 (stereo not given)	2	-4	4	-20	0.2%	2	1.1	0	-17
Cc1nc(-c2ccc(S(=O)(=O)N(C)Cc3ccccc3)cc2)co1	1	-4	/	/	1.0%	-4	0.7	2	/
CC(C)C(=O)NC(=S)Nc1ccc(CN2CCOCC2)cc1	2	-2	-4	-3	0.4%	-7	0.4	-1	4
Cc1ccccc1N1C(=O)c2cccc3c(N(C)CCO)ccc(c23)C1=O	86*	-8	-4	-9	2.9%	-7	22	0	-5
CCN1C(=O)/C(=C/c2cnn(CC)c2C)SC1=S	10	-5	3	17	-0.1%	-18	1.5	-4	-3
Cc1cc(C)n(C(=O)c2ccc(C)c(S(=O)(=O)N3CCOCC3)c2)n1	1	2	-18	0	0.3%	-14	0.1	4	0
Cc1cccc(NC(=O)CN(C)CC(=O)NC(c2ccccc2)c2ccccc2)c1C	1	3	-5	-2	0.3%	-1	-0.7	-4	33*
O=C(Nc1ccccc1Cl)c1ccc(-c2ccccn2)s1	1	2	1	-4	2.2%	-3	/	5	/
Cc1cc(NS(=O)(=O)c2ccc(NC(=S)NC(=O)c3ccc(F)cc3Cl)cc2)no1	5	-7	-4	-3	6.0%	6	-0.3	0	0
CCCCC(=O)N1c2ccccc2C(C)(c2ccccc2)CC1(C)C (stereo not given)	4	3	-21	/	5.6%	6	2.5	-5	/
O=C(O)c1ccccc1CSc1nc2ccccc2n1Cc1ccccc1C(=O)O	3	-1	10	1	0.7%	-4	0.0	2	-18
COc1ccc(N(CC(=O)NCc2ccccc2Cl)S(=O)(=O)c2c(C)n[nH]c2C)cc1	1	0	-1	-31	-0.4%	5	0.3	3	10
Cc1[nH]c2ccccc2c1/C=N/NC(=O)CNC(=O)Cc1ccccc1	10	-2	-7	14	-0.6%	-1	-1.4	-13	-3
CC(C)c1ccccc1NC(=O)COC(=O)C1(C)CC1(Cl)Cl (stereo not given)	1	3	1	7	-0.6%	1	-0.1	0	10
NS(=O)(=O)c1ccc(CCNC(=O)NC2(C(F)(F)F)Oc3ccccc3O2)cc1	0	-3	-14	12	0.6%	22	-1.3	4	14
O=C(NC(NC(=S)Nc1ccccc1)C(Cl)(Cl)Cl)c1cccc(Cl)c1 (stereo not given)	24	-7	7	0	-1.0%	-25	3.0	11	25
COC(=O)c1ccc(NC(=S)NCCc2ccccc2C)cc1	23	-5	/	8	-0.9%	-36*	/	-4	/
Going on with the list:
SMILES	D1 ag	D1 potentiator	D2 potentiator	RXFP1 antag	RXFP1 agonist	D1 antagonist	D2 agonist	TRHR enhancer	D2 antag
COc1ccc(CC2=CC(=O)c3ccccc3C2=O)cc1	9	-3	4	?	0.7%	23	-0.3	10	-19
CCNC(=O)CSc1nnc(-c2ccccc2)n1-c1ccc(OCC)cc1	2	-5	0	-16	0.4%	-15	-0.4	0	5
CCc1nc(N2CCC(C)CC2)c2oc3ccccc3c2n1	2	4	9	-34	-0.3%	27	0.8	17	3
CN1CCN(c2ccc(CNS(=O)(=O)c3cccc(F)c3)cc2)CC1	4	-4	-3	-4	0.9%	0	0.1	-4	-12
COc1ccc(N2CCN(C(=O)c3ccc(S(=O)(=O)N4CCCCCC4)cc3)CC2)cc1	2	-10	/	-11	0.5%	-24	/	-1	/
CCCS(=O)(=O)N1CCC(C(=O)NCCCOC)CC1	3	3	-7	-6	0.8%	14	0.3	4	-8
CS(=O)(=O)c1ccc2nc(NC(NC(=O)c3ccco3)(C(F)(F)F)C(F)(F)F)sc2c1	1	-1	2	-8	2.6%	-4	-0.2	-4	11
COc1ccc(C(=O)NCC(c2ccc(N(C)C)cc2)N2CCc3ccccc32)cc1 (stereo not given)	1	-1	8	-17	0.7%	-12	-3.7	3	/
CCOC(=O)N/N=C/c1cc(C)n(-c2cccc3ccccc23)c1C	8	-3	-4	/	-1.7%	1	0.8	4	-15
Cc1ccc(NC(=O)c2ccc3c(=O)n4nc(Nc5ccccc5C)sc4nc3c2)cc1C	0	-2	/	/	15%	-2	0.5	-1	/
COc1ccc(N2C(=O)C(CC(=O)O)S/C2=N\N=C\c2cccs2)cc1 (stereo not given)	0	-1	12	-15	-2.0%	-2	-1.5	2	12
Cc1ccc(C)c(N(C)C(=O)c2cc3c(s2)-c2ccccc2OC3)c1	-1	2	11	/	2.0%	8	-0.6	8	/
CCOC(=O)c1ccc(NC(=O)CNS(=O)(=O)c2ccccc2)cc1	9	5	-9	-13	0.5%	-29	0.8	5	19
